# HEK293 tox = qHTS of GLP-1 Receptor Inverse Agonists: Cytotox Screen; HEK293 cAMP-luciferase reporter cells, luminescence, 24 h; 0.13% of 410,000 active; AID 624418, 2012; Potency, µM (doses to about 38.3 µM), inactives show at the highest dose activity change, negative = inhibition, actives largely listed as inhibitors;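 note: loss of luciferase light is scored as toxicity; potency is the fitted concentration of half-maximal effect; % is set by controls: 0 for no effect and ±100 for the full control effect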
#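 Quantitative HTS format, 1536 wells, 200 cells/uL seeded. Compounds: 23 nL, 24 h, 37 °C. Detection: luciferase reagent, luminescence at 12 min RT; decreased signal taken as cytotoxic.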
# MCF10A rerep = A quantitative high throughput screen for small molecules that induce DNA re-replication in MCF 10a normal breast cells; MCF 10A DNA re-replication, Hoechst nuclear intensity, 48 h; Potency, µM (doses to about 46.1 µM), for inactives: top-dose activity, positive = re-replication, most hits filed as activators; 2.9% of 350,000 active; AID 624296, 2012; note: potency is the fitted concentration of half-maximal effect; % of control where 0% means no effect; nearly all actives have a fitted effect of over 50% in size
# D3 ag = qHTS of D3 Dopamine Receptor Agonist: qHTS; max activation, %; D3R DiscoveRx beta-arrestin cells, luminescence, 90 min; AID 652048, 2013; 0.58% of 410,000 active; D(3) dopamine receptor (Homo sapiens), P35462; in the data active = max activation above about 30%; note: 0% is about no effect; mostly tested at two doses, the higher about 12 µM
# Target sequence (P35462 whole entry, looked up): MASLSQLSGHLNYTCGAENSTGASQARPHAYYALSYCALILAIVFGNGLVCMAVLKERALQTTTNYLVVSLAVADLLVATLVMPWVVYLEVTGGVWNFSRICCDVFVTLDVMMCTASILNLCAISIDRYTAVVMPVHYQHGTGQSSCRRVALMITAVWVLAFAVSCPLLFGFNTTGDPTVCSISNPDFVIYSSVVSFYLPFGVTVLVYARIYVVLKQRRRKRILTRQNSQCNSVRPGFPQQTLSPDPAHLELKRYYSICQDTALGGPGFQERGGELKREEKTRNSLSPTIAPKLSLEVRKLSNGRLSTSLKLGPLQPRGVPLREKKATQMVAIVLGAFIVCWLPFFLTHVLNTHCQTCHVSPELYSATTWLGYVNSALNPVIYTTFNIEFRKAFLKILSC
#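 Cells at 1500/well, incubated overnight, then treated with pinned compounds (dopamine as control) for 90 min at 37 degrees C. DiscoveRx reagent added for 30 - 60 minutes at room temperature; luminescence read.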
# KB-V1 cytotox = qHTS assay for MDR1-selective chemotherapeutics: Primary screen using the drug-selected MDR subline cells KB-V1; KB-V1 MDR cells viability, CellTiter-Glo, 72 h; 3.4% of 400,000 active; AID 1347076, 2019; Potency, µM (series often up to 46.1 µM), inactives show at the top dose activity change, negative = cytotoxicity, actives largely listed as cytotoxic; note: potency is the fitted concentration of half-maximal effect; % is set by controls: 0 for no effect and ±100 for the full control effect; nearly all actives have a fitted effect of over 60% in size
#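 Luminescent ATP read-out (CellTiter-Glo, 10 min) measures survival of drug-selected KB-V1 MDR cells after 72 h, 37 degrees C compound exposure. Medium: phenol-red-free DMEM, 10% FBS. Values from fitted concentration-response curves.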
# HT1080-NT tox = qHTS for induction of synthetic lethality in tumor cells producing 2HG: qHTS for the HT-1080-NT fibrosarcoma cell line | HT-1080-NT fibrosarcoma viability, CellTiter-Glo ATP luminescence, 48 h | Potency, µM (titrated, usually from 46.1 µM), for the others: top-dose activity, negative = less viability, actives largely listed as cytotoxic | 1.6% of 360,000 active;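 note: NT is the 2HG producing partner of a matched IDH1 knockdown line; potency is the fitted concentration of half-maximal effect; 0% = DMSO-treated cells and -100% = media-only wells without cells; nearly all actives have a fitted effect of over 55% in size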
#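 Compounds were tested in concentration-response format on HT-1080-NT cells for 48 hours at 37 degrees C. Cell viability came from CellTiter-Glo luminescence; curves were classified by r2, response magnitude and activity.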
# IL1B secr inh = qHTS for Inhibitors of Inflammasome Signaling: IL-1-beta AlphaLISA Primary Screen; 4.7% of 360,000 active; THP-1 LPS/ATP IL-1B secretion, AlphaLISA, 16 h; hits give low values; AID 743279, 2014; activity change, % at 57.5 µM; in the data active = activity change below about -50%; inconclusive = mostly about -30% to -49%; note: % is set by controls: 0 for no effect and ±100 for the full control effect
#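 Secreted IL-1B measured by AlphaLISA bead assay after 16 h compound exposure of THP-1 cells; compounds (final up to 57.5 uM) added 1 h before LPS (250 ng/mL) and ATP (1.25 mM) stimulation; lower signal means less secretion.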
# HT1080 IDH1KD tx = qHTS for induction of synthetic lethality in tumor cells producing 2HG: qHTS for the HT-1080-IDH1KD cell line; HT-1080 IDH1 knockdown viability, ATP luminescence, 48 h; Potency, µM (top dose mostly 46.1 µM), without a hit: top-dose activity, negative = toxicity, usual class: cytotoxic; 2% of 360,000 active; AID 686971, 2013;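 note: potency is the fitted concentration of half-maximal effect; 0% = DMSO wells and -100% = cell-free medium wells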
#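 Using the IDH1-knockdown HT-1080 line run in the same batch and compound series as the NT line, viability after 48 h at 37 °C was determined by CellTiter-Glo luminescence and expressed as % activity.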
# SW480 rerep = A quantitative high throughput screen for small molecules that induce DNA re-replication in SW480 colon adenocarcinoma cells; SW480 DNA re-replication, Hoechst DNA content imaging, 48 h; Potency, µM (top dose mostly 46.1 µM), inactives show top-dose re-replication activation, actives largely listed as activators; 1.8% of 340,000 active; AID 624297, 2012; note: potency is the fitted concentration of half-maximal effect; % of control where 0% means no effect; nearly all actives have a fitted effect of over 55% in size
#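 Readout is total intensity of Hoechst-stained nuclei, excited at 405 nm and collected at 500-530 nm. Compound treatment lasted 48 hr at 37 C in 5% CO2 before staining.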
# KB-3-1 cytotox = qHTS assay for MDR1-selective chemotherapeutics: Primary screen using the parental adenocarcinoma cell KB-3-1. 1.4% of 400,000 active. Potency, µM (doses to about 46.1 µM), without a hit: at the top dose activity change, negative = cytotoxic, most hits filed as cytotoxic. KB-3-1 viability, CellTiter-Glo ATP luminescence, 72 h. AID 1347075, 2019; note: potency is the fitted concentration of half-maximal effect; % is set by controls: 0 for no effect and ±100 for the full control effect; nearly all actives have a fitted effect of over 60% in size
#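 Cytotoxicity measured as CellTiter-Glo luminescence after 72 h at 37 C. Compound titrations were pinned onto drug-naive KB-3-1 parental adenocarcinoma cells grown in DMEM with 10% FBS, and normalized data fitted to concentration-response curves.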
# Starred values were filed as active, the others as inactive; ? = inconclusive; nt = not tested or not shown; [ ] = remark or other dose. Unless noted, calls come from the whole dose curve; as a rule, active = well fitted curve in the direction sought with a large enough effect; inconclusive = small, poorly fitted or top-dose-only effect, or another doubt; inactive = no such curve, though single readings can be large; an effect the other way counts as inactive or inconclusive.
SMILES,HEK293 tox,MCF10A rerep,D3 ag,KB-V1 cytotox,HT1080-NT tox,IL1B secr inh,HT1080 IDH1KD tx,SW480 rerep,KB-3-1 cytotox
CCCCn1c(N)c(N(CC(C)C)C(=O)CSc2ccc3c(c2)OCCO3)c(=O)[nH]c1=O,-9%,1%,-16,-3%,-5%[9.24 µM],-24,-1%,19%,0%
Cc1ccc(S(=O)(=O)NCCC(=O)N2CCCCCC2)cc1,-12%,-1%,1,-24%,3%,2,15%,1%,2%
O=C(NCc1cccnc1)C(=O)NCC(c1cccnc1)N1CCN(c2ccccc2)CC1 (stereo not given),6%,nt,0,-24%,nt,nt,nt,nt,3%
COC(=O)COc1cccc2c(=O)n(CC(=O)N3CCCc4ccccc43)ccc12,8%,11%,-2,-4%,1%,-3,2%,-7%,17%
COc1ccc(CN2CCN(Cc3ccco3)CC2)c(OC)c1,3%,-4%,-42,6%,9%,-5,16%,-10%,-7%
CN(CC(=O)Nc1ccc(Cl)c(C(F)(F)F)c1)C(=O)c1cccc(N2C(=O)CCC2=O)c1,-18%,25%,-2,-5%,-11%,31,-3%,-24%,-8%
O=C(Cn1nnc(-c2ccc(Cl)cc2)n1)NC(=O)NC1CCCC1,3%,nt,3,13%,-1%,57,21%,nt,29%
Cc1nnc(NC(=O)c2cc3ccccc3o2)s1,-5%,?,-1,3%,11%,-26,13%,-22%,4%
Cc1sc2nc(COC(=O)c3cccc(S(=O)(=O)N(C)c4ccccc4)c3)[nH]c(=O)c2c1C,-1%,18%,11,2%,?,18,-1%,-7%,-2%
O=C(CNS(=O)(=O)c1ccc(Br)s1)N1CCN(c2ncccn2)CC1,9%,-4%,-8,21µM*,4%,20,27%,-3%,-6%
COC(=O)c1ccccc1NC(=O)c1c(Br)cnn1C,-18%,-6%,1,?,-18%,30,-14%,-7%,-9%
COC(=O)c1ccccc1NC(=S)N1CCN(c2ccc(OC)cc2)CC1,5%,1%,-2,-12%,12%,13,1%,1%,-7%
CCSc1nsc(SCC)c1C(N)=O,-9%,3%,0,?,9%,-12,0%,-12%,-2%
O=C(Nc1ccc(F)cc1)C(c1cc2ccccc2o1)N1CCN(c2ccncc2)CC1 (stereo not given),-14%,nt,-2,-5%,?,?,?,nt,11%
COc1ccc(/C=C2\C(=O)OCc3cc(OC)c(OC)cc32)cc1OC,1%,?,0,?,0%,-51*,-18%,-1%,?
Cc1cc(/C=C(\C#N)C(=O)OCC(=O)NC(=O)NC(C)(C)C)c(C)n1CCC(C)C,12%,14%,0,-3%,-5%,-13,-25%,-2%,-6%
CC(CC(=O)O)CC(=O)Nc1cc(C(F)(F)F)cc(C(F)(F)F)c1 (stereo not given),-17%,24%,-9,0%,0%,nt,5%,?,-4%
COc1ccc(Cl)cc1C(=O)Nc1ccccc1N1CCN(C)CC1,16%,28%,-8,5.8µM*,-7%,-24,-1%,14%,-24%
Cc1cccc(C(=O)OCC(=O)N(C)C(c2ccccc2)c2ccccc2)c1[N+](=O)[O-],5%,-5%,-4,15%,-7%[9.24 µM],21,-4%,-15%,25%
COc1ccc2oc(C(=O)OC(C)C(=O)NCc3ccccc3)c(C)c2c1 (stereo not given),-5%,?,13,-10%,-7%,36,-2%,-29%,1%
CC(=O)c1cccc(N=Nc2c(C)[nH]c3ccccc23)c1,-10%,14%,-1,-6%,-6%,0,-5%,-1%,22%
O=C(Nc1ccc(S(=O)(=O)Nc2ncccn2)cc1)C1=NN(c2ccccc2)C(=O)CC1,0%,-4%,-1,-5%,3%,13,1%,-5%,10%
O=C(N/N=C/c1ccoc1)c1cc(Br)ccc1O,5%,2%,-2,?,-4%,9,-1%,-4%,-2%
Cc1cccc(NC(=O)c2cc(=O)[nH]c3ccccc23)c1,-11%,0%,8,5%,-1%,5,1%,9%,1%
CC(=O)C(/C=N/c1cc(-c2ccc(C)cc2)nn1-c1ccccc1)=C(\C)O,-5%,1%,1,?,5%,9,-20%,0%,11%
COc1cc(OC)cc(C(=O)NNC(=S)Nc2ccc(S(N)(=O)=O)cc2)c1,-29%,?,-3,5%,?,38,?,?,-18%
CC(=O)Nc1sc(N/N=C/c2ccc(C)cc2)nc1-c1ccc(C)cc1,-6%,2%,-7,15%,-2%,-4,0%,-19%,-17%
Cn1c(=O)c2c(nc(NCCc3ccccc3)n2Cc2ccccc2Br)n(C)c1=O,-1%,nt,1,8%,nt,nt,nt,nt,-14%
CCCCCCCCOC1OC(CO)C(O)C(O)C1NC(C)=O (stereo not given),-7%,17%,11,1%,-5%,49,6%,0%,-22%
O=C(CCCc1nc(-c2ccccc2)no1)N1CCOCC1,27%,2%,0,-21%,5%,0,15%,-6%,-5%
Fc1ccc(-c2nc3n(n2)Cc2ccccc2-3)cc1,-5%,14%,-7,?,26µM*,36,15µM*,1%,?
COc1ccc(OCCCC(=O)NNC(=O)c2ccncc2)cc1,-7%,-4%,0,12%,5%,10,-3%,-1%,16%
COc1ccc(OC)c(NC(=O)CN2CCN(C(=O)c3ccco3)CC2)c1,-5%,?,-6,5%,-4%,0,2%,?,-10%
COc1ccc(CN2CCSc3sccc3C2=O)cc1,3%,1%,10,-2%,-2%,-11,3%,-13%,-9%
COc1cccc(C2C(C#N)=C(N)OC3=C2C(=O)CC(c2ccco2)C3)c1OCc1ccc(F)cc1 (stereo not given),8%,4%,-12,-27%,-17%,?,-20%,26%,2%
CC1=C(C(=O)N2CCCCCC2)CC(CC(=O)NCCCN(C)C)C(=O)N1Cc1ccccc1 (stereo not given),-6%,nt,4,8%,8%,-19,24%,nt,0%
C/C(=N/NC(=O)CN1CCN(Cc2ccccc2)CC1)c1ccc([N+](=O)[O-])cc1,-9%,-1%,-8,-29%,-2%,-6,-3%,-3%,-1%
CCc1cccc(NC(=O)CCNS(=O)(=O)c2ccc3[nH]c(=O)oc3c2)c1,-1%,-2%,-1,26%,0%,11,1%,-6%,2%
CCOC(=O)c1ccccc1NC(=O)Cn1cnc2c(cnn2-c2ccc(OC)cc2)c1=O,2%,-20%,-14,12%,16%,22,15%,-4%,2%
CCCCn1c(N)c(N(CC)C(=O)c2ccc(Cl)c(Cl)c2)c(=O)[nH]c1=O,3%,0%,-5,-6%,19%,1,14%,-6%,-2%
CCn1c(=O)n(CC)c2cc(N3CCCCC3)c(NC(=O)Nc3ccccc3Cl)cc21,-10%,nt,10,-26%,nt,nt,nt,nt,4%
COC(=O)C1=C(C)N(CCc2ccccc2)C(=O)C1,-16%,3%,1,-5%,23%,-8,13%,-4%,-9%
COc1ccc(OC)c(NC(=O)N[C@@H](Cc2ccccc2)C(=O)O)c1,-11%,-6%,-5,27%,15%,-3,3%,-6%,-2%
CCOC(=O)C1=CCN(S(=O)(=O)c2ccccc2F)C1c1cccc(C)c1 (stereo not given),-5%,nt,2,14%,-2%,25,-16%,nt,0%
CC1=C(c2ccccc2)C(=S)NC(C)(C)C1,-58%,0%,-7,2%,-10%,30,33µM*,-9%,-12%
O=C(CCN1C(=O)C2CC=CCC2C1=O)N1CCN(c2ccccn2)CC1 (stereo not given),-13%,-6%,3,-4%,9%,1,13%,2%,21%
O=C(Nc1cccc(Cl)c1)ON=C1c2ccccc2-c2ccccc21,-13%,-3%,-4,9%,-24%,12,?,-2%,2%
CC(NC(=O)NC1CCCCC1)C(c1cccs1)N1CCN(C)CC1 (stereo not given),2%,5%,1,-2%,5%,-14,6%,0%,28%
Brc1cccc(-c2nc3ccc(Br)cn3c2Cc2ccsc2)c1,-11%,nt,8,14%,9%,79,1%,nt,0%
Cc1nn(CCC(=O)NNC(=S)Nc2ccc(Cl)cc2)c(C)c1[N+](=O)[O-],-21%,0%,4,-20%,-8%,1,3%,-5%,7%

# The last two compounds of the section before come first, to join the parts:
SMILES,HEK293 tox,MCF10A rerep,D3 ag,KB-V1 cytotox,HT1080-NT tox,IL1B secr inh,HT1080 IDH1KD tx,SW480 rerep,KB-3-1 cytotox
Brc1cccc(-c2nc3ccc(Br)cn3c2Cc2ccsc2)c1,-11%,nt,8,14%,9%,79,1%,nt,0%
Cc1nn(CCC(=O)NNC(=S)Nc2ccc(Cl)cc2)c(C)c1[N+](=O)[O-],-21%,0%,4,-20%,-8%,1,3%,-5%,7%
Cc1ccc(NC(=S)N/N=C2\CCCCC2C)cc1 (stereo not given),?,?,-15,-17%,?,4,?,?,-5%
COc1ccccc1NC(=S)NNC(=O)c1cc(C)nn1C,-1%,?,-2,16%,10%,27,9%,-1%,14%
COc1ccc(CCNC(=O)c2ccc(CNS(=O)(=O)c3cc(C)ccc3C)cc2)cc1OC,?,7%,23,?,-26%,-3,?,-4%,-1%
N#CCCN1CCN(C(CNS(=O)(=O)c2ccc(Cl)cc2)c2ccccc2)CC1 (stereo not given),-16%,-10%,0,-8%,-8%,3,-3%,2%,0%
O=C(COC(=O)CCc1nc2ccccc2s1)Nc1cccc(S(=O)(=O)N2CCOCC2)c1,-32%,0%,3,5%,0%,-7,-1%,-10%,4%
COc1ccc(Cn2c(CO)cnc2SCC(=O)NCc2ccco2)cc1,-9%,nt,0,-7%,nt,nt,nt,nt,27%

# High-throughput results from PubChem.
